Assay outcomes deposited in PubChem by several laboratories.
MCL1-BIM inh – inhibitors of MCL1 binding to BIM-BH3, primary screen, biochemical, fluorescence polarization. Induced myeloid leukemia cell differentiation protein Mcl-1 (Homo sapiens), Q07820. inhibition, % at 10.9 µM. AID 2057, 2009. GST-MCL1 / FITC-Bim-BH3 fluorescence polarization. 320,000 tested, 0.68% active;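 active = inhibition above the mean inhibition of all tested compounds plus 3 SD, set per campaign, cut at about 40% in these data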;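 also: 0% = DMSO wells and 100% = unlabeled Bim-BH3 peptide control; higher means more loss of mP so more displacement of Bim peptide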
MEX-5 binding – MEX-5 zinc finger RNA-binding disruptors – biochemical, C. elegans, fluorescence polarization, MLPCN library, primary screen. MEX-5/FITC-TCR2 RNA binding; hits give low values. Zinc finger protein mex-5 (Caenorhabditis elegans), Q9XUB2. 300,000 tested, 0.38% active. activity score (negative = inhibition of binding), % at 10 µM;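 active = inhibition past about -25% in most replicates, and total fluorescence under double the plate's negative control median, limit read from the data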;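 also: 0% = DMSO and -100% = 5 µM competing unlabeled TCR2 RNA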
PME-1 primary – PME-1 inhibitors via competitive probe labeling, primary screen, biochemical, fluorescence polarization, FP-Rh probe, HTS; recombinant PME-1; inhibition, % at 5.9 µM; 320,000 tested, 0.53% active;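 active = inhibition above the campaign mean of all compounds plus 3 SD, cut at about 26% in these data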;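 also: competitive labeling of PME-1 active site by serine hydrolase directed probe; 0% = PME-1 with DMSO and 100% = wells lacking PME-1 enzyme; inhibitors block probe labeling so polarization falls and inhibition rises; many of its hits are not listed in these tables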
BCLXL inh – inhibitors of human Bcl-xL, primary screen, biochemical, fluorescence polarization, HTS; 320,000 tested, 0.7% active; AID 2129, 2009; Bcl-2-like protein 1 (Homo sapiens), Q07817; inhibition, % at 10.9 µM; GST-Bcl-xL / FITC-Bim BH3 peptide fluorescence polarization;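 active = inhibition above the mean of all tested compounds plus 3 SD, cutoff set per campaign, cut at about 30% in these data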;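 also: 0% = DMSO wells and 100% = unlabeled Bim-BH3 peptide competitor; inhibitors lower millipolarization by displacing the labeled peptide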
Fam108B inh – mouse Fam108B serine hydrolase inhibitors, primary screen, counter-screen for RBBP9 inhibitor project, biochemical, fluorescence polarization; recombinant Fam108B, FP-Rh probe fluorescence polarization; inhibition, % at 9.51 µM; 300,000 tested, 0.33% active; AID 1947, 2009;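 active = inhibition above the screen mean inhibition plus 3 SD, computed separately per campaign, cut at about 18% in these data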;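 also: inhibitors lower polarization as less probe binds the enzyme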
GRK2 inh – compounds blocking aptamer binding on GRK2 – biochemical, human GRK2, bead flow cytometry, HTS, primary screen | Beta-adrenergic receptor kinase 1 (Homo sapiens), P25098 | FAM-aptamer displacement from GRK2 | inhibition of aptamer binding, % at 10 µM | 330,000 tested, 0.59% active;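 active = inhibition of aptamer binding above 40%, roughly 3 SD of noise, on plates passing a quality check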;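 also: median bead fluorescence of bound FAM aptamer so fluorescent compounds give negative values; no value below 0 was filed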
GLD-1 TGE inh – GLD-1/TGE RNA complex disruptors, primary screen, biochemical, fluorescence polarization; purified GLD-1 + fluorescein TGE RNA; inhibition, % at 5.96 µM; 320,000 tested, 0.44% active; Female germline-specific tumor suppressor gld-1 (Caenorhabditis elegans), Q17339;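 active = percent inhibition above a per-plate cutoff, the plate mean of test compounds plus 3 SD, cut at about 30% in these data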;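 also: 0% = DMSO wells with GLD-1 and probe and 100% = wells lacking GLD-1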
Efflux pump inh – inhibitors of Candida efflux pumps in yeast, primary screen, S. cerevisiae, Nile Red, multiplex. S. cerevisiae Candida pump triplex. inhibition, % at 10 µM. 330,000 tested, 0.44% active;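 active = plate passing quality check with inhibition over a set limit, or well fluorescence over plate mean plus 4 SD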;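 also: Nile Red retained in pooled yeast measured as flow cytometry median fluorescence; 0% = buffer negative control and 100% = Enniatin B positive control; higher means more Nile Red kept so more efflux inhibition; some compounds called inactive have numbers as strong as hits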
VLA-4 inh – inhibition in human VLA-4 binding assay, primary screen, VLA-4 allosteric modulator project, MLPCN library, flow cytometry, VLA-4 expressing cells; ligand binding flow cytometry; inhibition, % (about 7 µM as worked out from the volumes in the protocol); Integrin alpha-4 (Homo sapiens), P13612; 330,000 tested, 0.2% active; in the data active = inhibition above about 50%
Target sequence (P13612 whole entry, looked up): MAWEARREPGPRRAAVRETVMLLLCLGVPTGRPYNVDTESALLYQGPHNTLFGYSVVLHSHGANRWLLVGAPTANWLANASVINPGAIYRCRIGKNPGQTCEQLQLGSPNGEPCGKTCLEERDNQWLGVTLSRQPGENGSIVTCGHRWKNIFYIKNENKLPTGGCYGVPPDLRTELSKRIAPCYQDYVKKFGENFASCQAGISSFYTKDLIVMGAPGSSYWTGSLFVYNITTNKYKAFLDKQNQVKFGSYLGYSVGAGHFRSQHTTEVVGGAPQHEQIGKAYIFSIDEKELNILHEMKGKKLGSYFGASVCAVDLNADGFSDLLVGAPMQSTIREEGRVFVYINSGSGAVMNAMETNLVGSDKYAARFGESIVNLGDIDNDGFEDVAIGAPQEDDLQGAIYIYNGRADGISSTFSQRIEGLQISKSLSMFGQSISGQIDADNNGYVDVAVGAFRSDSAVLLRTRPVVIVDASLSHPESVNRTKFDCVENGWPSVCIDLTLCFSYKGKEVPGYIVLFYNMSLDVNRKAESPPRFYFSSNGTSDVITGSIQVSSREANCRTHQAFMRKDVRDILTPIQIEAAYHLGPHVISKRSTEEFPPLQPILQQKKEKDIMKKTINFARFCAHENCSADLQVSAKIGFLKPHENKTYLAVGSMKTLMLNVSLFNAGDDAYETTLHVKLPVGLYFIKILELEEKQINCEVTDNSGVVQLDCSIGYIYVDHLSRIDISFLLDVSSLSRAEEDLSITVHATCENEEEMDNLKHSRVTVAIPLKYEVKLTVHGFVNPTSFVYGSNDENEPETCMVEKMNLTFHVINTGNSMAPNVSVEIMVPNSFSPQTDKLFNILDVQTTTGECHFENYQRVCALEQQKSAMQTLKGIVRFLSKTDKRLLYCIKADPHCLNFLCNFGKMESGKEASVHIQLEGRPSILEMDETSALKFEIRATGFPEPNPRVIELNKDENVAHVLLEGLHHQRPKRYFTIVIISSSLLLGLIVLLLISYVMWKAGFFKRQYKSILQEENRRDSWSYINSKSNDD
Starred values were filed as active, the others as inactive; / = no result given. This is a subset, so the mix of outcomes need not match the whole.

SMILES	MCL1-BIM inh	MEX-5 binding	PME-1 primary	BCLXL inh	Fam108B inh	GRK2 inh	GLD-1 TGE inh	Efflux pump inh	VLA-4 inh
CSc1ccc(Cl)c(C(=O)OCC(=O)N2CCNC2=O)c1	-9.8	/	3.4	2.8	/	0.0	-1.1	0.0	7.2
O=C(NCCc1ccncc1)Nc1ccccc1	16.9	-4.4	-2.8	2.9	-3.3	0.0	2.2	-0.1	-1.2
Nc1nc(CN2CCN(Cc3ccccc3)CC2)nc(Nc2ccccc2)n1	7.2	1.4	-0.1	-0.5	-1.4	0.0	3.4	0.0	1.9
O=S(=O)(c1ccccc1Br)N1CCN(c2ncccn2)CC1	4.3	-0.5	0.7	-2.3	-1.6	0.0	0.6	0.0	-5.0
CCN1CCc2c(sc(NC(=O)COc3ccccc3)c2C(=O)OC)C1	1.5	-1.1	-0.6	2.2	-4.5	1.0	-5.5	0.2	-6.8
CS(=O)(=O)N(CC(=O)NCCSCc1cccc(Cl)c1)c1ccc2c(c1)OCO2	1.9	0.8	-1.5	2.6	7.7	0.0	8.2	-0.1	-3.1
COc1ccc(S(=O)(=O)N(CC(=O)NCC2CCCO2)c2ccccc2)cc1OC (stereo not given)	-1.4	0.0	1.0	-2.3	0.1	4.0	-2.3	0.1	3.3
Cc1cc2c(N=NC(=O)CCc3ccccc3)c(O)[nH]c2cc1Br	2.0	1.9	-3.4	1.1	-2.6	0.0	4.5	0.2	3.4
CCn1c(SCC(=O)N/N=C/c2ccc(C)o2)nnc1-c1ccccc1	3.6	-2.0	5.0	2.9	3.4	0.0	8.2	0.1	13.8
O=C(NCCCN=C1NS(=O)(=O)c2ccccc21)c1ccncc1	3.4	3.1	4.4	2.7	-3.3	0.0	-3.3	0.0	1.3
Cc1cc(C2C(C#N)=C(N)SC(N)=C2C#N)c(C)s1	-85.0	3.0	-15.2	-38.6	-18.3	5.0	-61.0	0.0	3.0
CCOc1ccc(NC(=O)[C@@H](NC(=O)c2ccco2)C(C)C)cc1	-25.6	-3.0	-0.6	-7.1	3.3	0.0	2.5	-0.2	10.3
O=C1C2CCCCC2C(=O)N1c1cccc(OS(=O)(=O)c2ccccc2)c1 (stereo not given)	-10.7	0.4	2.4	2.6	4.2	0.0	3.8	0.0	6.8
CCC(=O)c1c[nH]c(C(=O)NCc2ccccc2OC)c1	-6.3	1.1	-3.3	-1.0	1.5	1.0	4.4	-0.2	9.2
CCNc1nc(SCC(=O)OC)nc(N2CCOCC2)n1	2.6	-0.8	-5.0	-0.7	5.1	4.0	10.2	0.0	9.4
Cn1c(SCC(=O)NC(=O)NCc2ccco2)nnc1C(F)(F)F	-4.1	-2.0	-0.7	-7.4	-2.7	2.0	5.2	-0.1	2.6
O=C(c1cc(-c2ccccn2)nc2c(Cl)cccc12)N1CCN(S(=O)(=O)c2ccccc2)CC1	15.8	-2.3	1.6	11.5	-5.2	6.0	1.6	-4.3	-8.2
CC(C)=C(NC(=O)c1ccccc1)C(=O)NCCc1nc2ccccc2[nH]1	5.9	-0.3	-2.9	3.5	0.4	0.0	2.4	-0.3	-1.6
O=C(C1CCCN1S(=O)(=O)c1ccc(Cl)c(Cl)c1)N1CCCCC1 (stereo not given)	0.8	-1.0	-0.4	0.9	-5.0	0.0	-5.6	0.3	-5.4
O=C(COC(=O)Cc1ccc(Br)cc1)Nc1ccc(Cl)cn1	/	/	/	/	/	3.0	-0.9	0.0	-2.7
CC(Oc1ccccc1F)c1ccnc2nc(/N=C/N(C)C)nn12 (stereo not given)	-0.7	-1.3	-8.6	0.2	-2.3	1.0	0.8	0.5	3.9
Cc1ccc2cc(CN(c3cccc(C)c3C)S(=O)(=O)c3ccccc3)c(=O)[nH]c2c1	0.0	1.6	5.6	-0.2	2.6	0.0	5.8	-0.2	7.5
CC(C)c1onc(C(=O)N(C)Cc2ccccc2)c1[N+](=O)[O-]	0.1	1.5	2.3	1.6	-1.9	4.0	-3.2	0.0	7.7
CCCn1c(SCC(=O)Nc2nc(-c3ccc(OC)cc3)cs2)nc2c1c(=O)n(C)c(=O)n2C	2.3	0.0	-3.0	6.3	0.2	1.0	3.2	-0.1	-11.3
Cc1nn(C(=O)c2cccs2)c(C)c1CN1C(=O)c2ccccc2C1=O	4.7	-3.7	6.9	3.3	2.0	1.0	5.7	0.0	5.0
S=C(NCc1ccccc1)NCc1ccc(CNC(=S)NCc2ccccc2)cc1	6.4	-0.5	-18.5	2.6	-17.4	3.0	-5.1	1.0	-8.0
COc1ccc(-c2nnc(NC(=O)c3ccc(S(=O)(=O)N4COCC4(C)C)cc3)o2)cc1	13.0	1.1	-1.1	9.9	3.8	0.0	1.0	0.1	-2.1
CCCC(CCC)C(=O)Nc1ccc2c(c1)N(C(=O)CN1CCN(C)CC1)c1ccccc1CC2	-0.5	0.6	0.1	2.0	-0.3	0.0	4.9	0.1	-10.2
COc1cc(C(=O)COC(=O)c2ccncc2)cc(OC)c1OC	/	/	/	/	/	0.0	-2.8	0.3	-11.1
CS(=O)(=O)Nc1ccc(C(=O)NCCSc2ccc(Cl)cc2)cc1	11.1	2.7	-2.6	0.2	-2.9	0.0	-12.8	0.0	2.9
CC(=O)c1cc(C#N)c(SCC(=O)O)nc1C	4.7	-1.7	4.2	4.4	2.5	0.0	6.2	0.0	7.5
CCc1ccc(OCC(=O)O/N=C(\N)Cc2ccc([N+](=O)[O-])cc2)cc1	5.5	1.5	6.8	5.0	-1.8	0.0	0.3	0.0	-18.0
CCCCOc1ccc(-c2nnc(-c3ccncc3)o2)cc1	7.5	0.0	-85.9	5.4	-3.8	0.0	3.9	0.1	24.4
CCc1nnc(NS(=O)(=O)c2ccc(NC(=S)NC(=O)c3ccc(F)cc3)cc2)s1	15.3	-17.1	-4.7	11.0	3.2	/	7.2	0.0	3.2
CC(C)C(=O)NNC(=O)CC(=O)Nc1ccccc1C(=O)O	6.2	4.3	-3.8	5.8	1.5	0.0	-3.4	0.0	-2.0
CC1CCN(CCCNC(=O)c2ccc(CSCc3cccc(Cl)c3)o2)CC1	11.5	-2.1	-3.2	6.5	-0.6	0.0	1.6	-0.1	-0.5
CNC(=O)c1c(NC(=O)CCS(=O)(=O)c2ccc(C)cc2)sc(C)c1C	7.7	1.2	5.3	7.0	-4.9	0.0	-2.7	0.0	-6.8
O=C(NCC(c1ccco1)N1CCc2ccccc2C1)c1ccc([N+](=O)[O-])cc1 (stereo not given)	6.3	0.6	2.0	1.1	3.1	2.0	7.9	0.1	13.8
O/N=C(\c1ccc(Cl)cc1)c1ncc(C(F)(F)F)cc1Cl	5.2	-1.5	-5.8	7.2	-2.9	2.0	-0.9	0.4	3.8
COc1ccc(OC)c(NC(=O)C2CC(/C=C/c3ccccc3)=NO2)c1 (stereo not given)	-2.5	-1.1	4.3	4.4	1.9	0.0	1.5	0.1	-4.0
CSc1nnc(-c2ccccc2)o1	1.8	0.8	3.7	5.0	3.1	0.0	5.8	0.1	14.9
O=C(NCc1cccnc1)c1ccc(-c2cccc(Cl)c2Cl)o1	-1.9	3.1	-1.8	5.0	-2.6	1.0	3.2	0.1	-4.0
Cc1ccc(C)c(NC(=O)c2cnn(-c3ccccc3)c2C)c1	-5.3	2.8	-2.7	2.0	3.3	0.0	-1.1	0.3	-7.8
Cc1nn(Cc2ccccc2)c(C)c1NC(=O)c1cc(-c2cccs2)on1	-4.7	-0.2	-0.2	-3.5	-0.6	1.0	2.9	0.0	/
CCN(CC)C(=O)c1c(C)[nH]c(=S)c(C#N)c1-c1ccco1	8.2	0.4	-5.3	12.1	2.5	2.0	8.1	-0.2	-7.9

Rewritten bar-delimited: 12 of the compounds above
Structure | MCL1-BIM inh | MEX-5 binding | PME-1 primary | BCLXL inh | Fam108B inh | GRK2 inh | GLD-1 TGE inh | Efflux pump inh | VLA-4 inh
CCc1nnc(NS(=O)(=O)c2ccc(NC(=S)NC(=O)c3ccc(F)cc3)cc2)s1 | 15.3 | -17.1 | -4.7 | 11.0 | 3.2 | / | 7.2 | 0.0 | 3.2
CC(C)C(=O)NNC(=O)CC(=O)Nc1ccccc1C(=O)O | 6.2 | 4.3 | -3.8 | 5.8 | 1.5 | 0.0 | -3.4 | 0.0 | -2.0
CC1CCN(CCCNC(=O)c2ccc(CSCc3cccc(Cl)c3)o2)CC1 | 11.5 | -2.1 | -3.2 | 6.5 | -0.6 | 0.0 | 1.6 | -0.1 | -0.5
CNC(=O)c1c(NC(=O)CCS(=O)(=O)c2ccc(C)cc2)sc(C)c1C | 7.7 | 1.2 | 5.3 | 7.0 | -4.9 | 0.0 | -2.7 | 0.0 | -6.8
O=C(NCC(c1ccco1)N1CCc2ccccc2C1)c1ccc([N+](=O)[O-])cc1 (stereo not given) | 6.3 | 0.6 | 2.0 | 1.1 | 3.1 | 2.0 | 7.9 | 0.1 | 13.8
O/N=C(\c1ccc(Cl)cc1)c1ncc(C(F)(F)F)cc1Cl | 5.2 | -1.5 | -5.8 | 7.2 | -2.9 | 2.0 | -0.9 | 0.4 | 3.8
COc1ccc(OC)c(NC(=O)C2CC(/C=C/c3ccccc3)=NO2)c1 (stereo not given) | -2.5 | -1.1 | 4.3 | 4.4 | 1.9 | 0.0 | 1.5 | 0.1 | -4.0
CSc1nnc(-c2ccccc2)o1 | 1.8 | 0.8 | 3.7 | 5.0 | 3.1 | 0.0 | 5.8 | 0.1 | 14.9
O=C(NCc1cccnc1)c1ccc(-c2cccc(Cl)c2Cl)o1 | -1.9 | 3.1 | -1.8 | 5.0 | -2.6 | 1.0 | 3.2 | 0.1 | -4.0
Cc1ccc(C)c(NC(=O)c2cnn(-c3ccccc3)c2C)c1 | -5.3 | 2.8 | -2.7 | 2.0 | 3.3 | 0.0 | -1.1 | 0.3 | -7.8
Cc1nn(Cc2ccccc2)c(C)c1NC(=O)c1cc(-c2cccs2)on1 | -4.7 | -0.2 | -0.2 | -3.5 | -0.6 | 1.0 | 2.9 | 0.0 | /
CCN(CC)C(=O)c1c(C)[nH]c(=S)c(C#N)c1-c1ccco1 | 8.2 | 0.4 | -5.3 | 12.1 | 2.5 | 2.0 | 8.1 | -0.2 | -7.9

(more compounds)
SMILES	MCL1-BIM inh	MEX-5 binding	PME-1 primary	BCLXL inh	Fam108B inh	GRK2 inh	GLD-1 TGE inh	Efflux pump inh	VLA-4 inh
COc1ccc(NC(=O)c2noc3c2CCCCC3)cc1	3.6	-0.3	2.1	-1.2	-0.6	1.0	0.0	0.1	14.0
CCCCN(C(=O)c1ccco1)c1c(N)n(CCC)c(=O)[nH]c1=O	-4.9	/	3.3	-2.1	/	1.0	10.6	0.1	0.0
c1ccc2c(c1)[nH]c1c(N3CCCC3)ncnc12	-14.8	2.2	8.6	-3.8	0.9	0.0	-0.2	0.0	-3.6
Cc1cc(N2CCCCC2)n2nc(C)c(-c3ccccc3)c2n1	-4.9	-0.2	-2.0	-3.0	2.1	2.0	0.1	0.1	-0.4
